Bioassay records as filed in PubChem BioAssay.
SUMO1 PPI mod: alters human SUMO1 binding to SIM partners. SUMO1 binding to a labelled peptide, TR-FRET, 1 h. inhibition, % at 20 µM. 360,000 tested, 0.33% active. AID 602429; in the data active = inhibition above about 37%
Target sequence (P63165 whole entry, looked up): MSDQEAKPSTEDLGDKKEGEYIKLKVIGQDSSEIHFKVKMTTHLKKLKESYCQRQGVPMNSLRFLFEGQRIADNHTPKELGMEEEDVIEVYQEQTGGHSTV
Tb MetRS inh: Trypanosoma brucei MetRS inhibition; inhibition, % at 11.9 µM; AID 624268; 360,000 tested, 0.4% active; purified T. brucei MetRS, ATP depletion, Kinase-Glo luminescence;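 active = inhibition above a per-plate cutoff of the control wells' mean inhibition plus 3 SD, cut at about 5.5% in these data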;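 note: 0% = DMSO wells median and 100% = median of wells with control inhibitor compound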
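Assay system: T. brucei methionyl-tRNA synthetase, purified | Medium: HEPES buffer with MgCl2, KCl, DTT, spermine, BSA, pyrophosphatase | Compound: 11.9 µM single point | Incubation: 15 min enzyme-compound preincubation, 2 h reaction, 10 min detection, 25 °C | Measured by: Kinase-Glo luciferase luminescence reporting remaining unconsumed ATP | Measure: % inhibition normalized to control-well medians | Replication: Singlicate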
CSN deneddyl inh: CSN deneddylation inhibition. Q92905. Purified CSN, SCF-Nedd8-OG deneddylation, fluorescence polarization. inhibition, % at 12.5 µM. 360,000 tested, 0.38% active;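 active = pattern-corrected inhibition above about 35%, with an unprinted fluorescence ratio check between 0.5 and 1.5, limit read from the data, passing the limit was not always enough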;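 note: 0% = enzyme with substrate and 100% = substrate without enzyme; some results filed as inactive read as strong as hits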
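Test system: Human Csn5 produced in HEK293T cells | Compound: 12.5 µM single point | Times: 90 min, room temperature | Signal: Fluorescence polarization readout | Read-out basis: % inhibition of substrate cleavage by Csn5 | Controls: no-enzyme wells high, enzyme-with-substrate wells low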
Rpn11 inh: blocks the human proteasome subunit Rpn11; calls only at 20 µM; human 26S proteasome, Ub4-pepOG fluorescence polarization; 20S core pre-blocked with epoxomicin; 360,000 tested, 0.59% active; O00487;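 active = inhibition at 20 µM, scaled to each plate's controls, above about 33%, limit read from the data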
LMPTP inh: blocks human LMPTP phosphatase; P24666; recombinant LMPTP-A, OMFP fluorogenic substrate, fluorescence intensity; inhibition, % at 20 µM; 360,000 tested, 0.22% active; AID 651560;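 active = compounds that cut the enzyme signal by at least half of the control window in the single-dose screen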;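 note: plate controls were DMSO wells with enzyme plus substrate for no effect and substrate without enzyme for full effect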
Target sequence (P24666 whole entry, looked up): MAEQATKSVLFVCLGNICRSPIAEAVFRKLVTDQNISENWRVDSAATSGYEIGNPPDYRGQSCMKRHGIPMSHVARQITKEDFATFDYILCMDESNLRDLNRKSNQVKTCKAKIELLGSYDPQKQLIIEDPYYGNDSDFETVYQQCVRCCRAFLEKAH
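Test system: LMPTP-A phosphatase enzyme. Amount: LMPTP-A at 0.625 nM final in the reaction. Reagent: OMFP substrate, 400 µM final. Times: 50 min at room temperature. Signal: endpoint fluorescence intensity from OMFP dephosphorylation. Read-out basis: % inhibition. Benchmarks: no-enzyme and uninhibited controls.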
NadD inh: inhibitors of Staphylococcus aureus NadD; purified NadD enzyme, colorimetric absorbance read-out; inhibition, % at 20 µM; 360,000 tested, 0.78% active; in the data active = inhibition above about 26%; note: some compounds past the cut are filed as inactive
DNMT1 block: inhibitors of human DNMT1. DNMT1 molecular beacon, Hinp1I cleavage, fluorescence. 360,000 tested, 0.83% active. AID 588458. inhibition (reported as % activation of signal), % at 10 µM. P26358; in the data active = inhibition above about 50%
STEP block: inhibitors of human striatal-enriched phosphatase STEP; P54829; recombinant STEP, OMFP fluorogenic substrate, fluorescence; inhibition, % at 20 µM; 360,000 tested, 0.25% active; AID 588621;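 active = inhibition at 20 µM, scaled per plate between control wells, above about 37%, limit read from the data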;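 note: 0% = DMSO with enzyme and substrate and 100% = substrate only without enzyme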
Target sequence (P54829 whole entry, looked up): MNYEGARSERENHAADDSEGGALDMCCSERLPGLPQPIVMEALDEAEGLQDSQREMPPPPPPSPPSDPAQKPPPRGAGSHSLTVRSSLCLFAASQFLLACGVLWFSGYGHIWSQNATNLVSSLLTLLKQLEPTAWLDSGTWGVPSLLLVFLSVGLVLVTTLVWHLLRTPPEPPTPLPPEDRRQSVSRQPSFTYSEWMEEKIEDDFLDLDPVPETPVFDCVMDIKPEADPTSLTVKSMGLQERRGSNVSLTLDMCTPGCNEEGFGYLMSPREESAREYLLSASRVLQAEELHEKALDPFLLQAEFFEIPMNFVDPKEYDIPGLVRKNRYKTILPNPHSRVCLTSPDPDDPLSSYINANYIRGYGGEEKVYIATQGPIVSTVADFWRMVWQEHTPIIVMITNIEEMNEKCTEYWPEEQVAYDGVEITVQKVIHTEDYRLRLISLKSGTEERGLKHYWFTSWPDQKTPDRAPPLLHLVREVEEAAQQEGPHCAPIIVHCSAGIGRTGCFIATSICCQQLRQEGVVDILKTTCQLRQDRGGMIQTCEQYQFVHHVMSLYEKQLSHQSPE
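System: isolated STEP enzyme; schedule: 20 min enzyme reaction at room temperature, protected from light; medium: Bis-Tris buffer pH 6.0, 2.5 mM DTT, 0.005% Tween 20; signal: fluorescence, 480/540 nm; dosing: single compound dose of 20 µM, 1% DMSO final; also added: OMFP substrate, 25 µM final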
PABP1 MLLE inh: inhibitors of microRNA-mediated deadenylation, human PABP1 MLLE binding; GST-MLLE / FITC-PAM2 fluorescence polarization; inhibition, % at 20 µM; 360,000 tested, 0.36% active; in the data active = inhibition above about 35%, passing the limit was not always enough;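 note: plate controls were DMSO wells with GST-MLLE for no effect and wells lacking GST-MLLE protein for full effect; some results filed as inactive read as strong as hits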
Scp1 inh: inhibitors of human Scp-1 phosphatase. 340,000 tested, 0.88% active. inhibition, % at 20 µM. AID 493091. Recombinant Scp1, phosphopeptide, malachite green phosphate absorbance. Q9GZU7;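 active = inhibition above about 50% at 20 µM, limit read from the data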;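 note: plate controls were DMSO wells with enzyme for no effect and wells lacking enzyme for full effect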
Target sequence (Q9GZU7 76-261 limits assumed): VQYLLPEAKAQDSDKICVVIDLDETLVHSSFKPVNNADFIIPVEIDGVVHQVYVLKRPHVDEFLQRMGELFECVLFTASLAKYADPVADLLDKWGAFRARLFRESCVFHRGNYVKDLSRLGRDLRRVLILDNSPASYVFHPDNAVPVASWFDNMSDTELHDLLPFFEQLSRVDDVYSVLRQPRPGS
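Test system: SCP-1 phosphatase catalytic domain, residues 76-261 | Compound dosing: One concentration, 20 µM, with 1.0% DMSO | Schedule: 45 min room-temperature reaction, 5 min colour, 30 min stabiliser | Detection: Absorbance at 630 nm | Read-out basis: % inhibition of SCP-1 phosphate liberation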
Numbers without * were called inactive; i = inactive; x = not tested or not shown.

SMILES	SUMO1 PPI mod	Tb MetRS inh	CSN deneddyl inh	Rpn11 inh	LMPTP inh	NadD inh	DNMT1 block	STEP block	PABP1 MLLE inh	Scp1 inh
CNCc1cc(Br)c(OCC(=O)Nc2ccccc2OC)c(OC)c1	-3	0.0	0	i	-0.1	1	1	4	7	-1
O=C(CCNC(=O)c1ccco1)Nc1ccccc1N1CCOCC1	10	-0.1	-6	i	3.5	5	4	-2	2	-1
CCOC(=O)C1CCCN(S(=O)(=O)Cc2ccccc2)C1 (stereo not drawn)	4	-0.7	2	i	0.3	9	1	2	17	-4
CCOC(=S)SCc1cn2ccccc2n1	3	0.0	-6	i	0.7	-2	5	4	27	-5
CCOc1ccc(-n2c(N)c(C(=O)NCc3ccco3)sc2=S)cc1	-25	-0.1	-3	i	1.1	-2	-3	6	33	-6
Fc1ccc(-c2nc3ccc(Cl)cn3c2Cc2cccc(F)c2)cc1	5	-0.2	-1	i	4.6	0	3	2	14	x
CCC(C(=O)NC(C)(C)C)n1c(-c2ccc3c(c2)OCO3)nc2ccccc21 (stereo not drawn)	1	0.1	1	x	0.2	x	x	x	x	x
COc1ccc(N2CC(C(=O)NC3CCCCC3)CC2=O)cc1 (stereo not drawn)	1	-0.4	-1	i	0.3	0	3	0	3	2
Cc1cc(NC(=O)c2ccc3sc([C@@H]4O[C@H](CO)[C@H](O)[C@H](O)[C@H]4O)nc3c2)n(C)n1	-3	-0.4	-2	i	-2.7	2	5	2	0	x
CC(C)c1ccc(NC(=S)NNC(=O)c2cccnc2)cc1	0	-0.7	-2	i	-1.6	-2	-2	-2	10	-5
Cc1ccc2[nH]c3c(=S)nc[nH]c3c2c1	-8	0.3	-9	i	-17	-6	-2	-1	30	-11
CNc1cc([N+](=O)[O-])ccc1N/C=C/C(=O)c1cccs1	-18	-2.1	7	i	2.1	2	-3	5	-11	1
CCOC(=O)C(C)Sc1cnccn1 (stereo not drawn)	5	-0.3	3	i	-0.6	3	0	0	10	-2
COC(=O)c1sc(N2C(=O)C(O)=C(C(=O)c3ccc(C)o3)C2c2ccc(OC)c(OC)c2)nc1C (stereo not drawn)	-21	-0.2	14	i	4.1	11	-4	4	-57	-2
O=S(=O)(Cc1ccc(Cl)cc1)NCc1ccc2c(c1)OCO2	9	-0.2	4	i	0.8	-11	-1	0	-4	-5
CCOc1ccc(-c2[nH]ncc2-c2ccccc2)c(O)c1	-2	-0.3	5	i	2.8	2	3	-5	-6	0
CCCCc1c(O)nc(SCC(=O)N2CCCCC2)n(-c2ccccc2C)c1=O	6	0.1	1	i	-1.3	0	-1	-3	23	-3
CCn1ncc(S(=O)(=O)Nc2cccnc2)c1C	13	-0.3	-3	i	-0.8	4	1	4	-2	18
COc1ccccc1-c1cnc(C(O)c2ccc(C)cc2C)[nH]1 (stereo not drawn)	4	-0.3	0	i	1.8	3	0	-3	2	x
Cn1cc([N+](=O)[O-])c(C(=O)NC2CCCCCCC2)n1	-15	-0.2	4	i	-1.3	-4	2	1	1	x
CC(=O)Nc1cccc(NC(=O)CS(=O)(=O)c2cn(CC(=O)N3CCOCC3)c3ccccc23)c1	0	-0.1	-5	i	-1.0	-6	0	-2	0	-2
COC(=O)c1cccc(NC(=O)Cc2ccc(OC)cc2)c1C	0	0.0	1	i	0.9	-2	4	0	-3	1
COCCc1ccc(OC2(C)CCN(Cc3cccn3-c3nccs3)C2)cc1 (stereo not drawn)	3	0.0	3	i	-1.3	-2	-1	-3	17	x
CCCCN1C(=O)c2ccccc2C1C(=O)NC1CCCC1 (stereo not drawn)	-3	0.2	0	i	-2.1	-1	6	1	-10	2
O=C(Nc1nnc(C2CC2)s1)C1COc2ccccc2O1 (stereo not drawn)	4	-1.4	0	i	1.7	2	1	-2	0	0

As entered above.
Scp1 inh with CCOC(=O)C1CCCN(S(=O)(=O)Cc2ccccc2)C1 (stereo not drawn) → -4
Tb MetRS inh with CCCCc1c(O)nc(SCC(=O)N2CCCCC2)n(-c2ccccc2C)c1=O → 0.1
CSN deneddyl inh with CC(C)c1ccc(NC(=S)NNC(=O)c2cccnc2)cc1 → -2
SUMO1 PPI mod with CNc1cc([N+](=O)[O-])ccc1N/C=C/C(=O)c1cccs1 → -18
PABP1 MLLE inh with CNCc1cc(Br)c(OCC(=O)Nc2ccccc2OC)c(OC)c1 → 7
DNMT1 block with Cc1cc(NC(=O)c2ccc3sc([C@@H]4O[C@H](CO)[C@H](O)[C@H](O)[C@H]4O)nc3c2)n(C)n1 → 5

(continued)
SMILES	SUMO1 PPI mod	Tb MetRS inh	CSN deneddyl inh	Rpn11 inh	LMPTP inh	NadD inh	DNMT1 block	STEP block	PABP1 MLLE inh	Scp1 inh
Cc1ccc(C)c(NC(=O)CSc2nc3c(c(=O)n2C)SC(C)C3)c1 (stereo not drawn)	-2	-0.7	0	i	-1.0	-5	1	0	10	-6
Nc1c(C(=O)CSc2n[nH]c(-c3ccccc3)n2)c(=O)[nH]c(=O)n1C1CC1	-1	-0.5	1	i	0.6	-4	2	-1	-11	-3
O=C(O)Cc1ccc(NC(=O)c2ccc(NC(=O)c3ccco3)cc2)cc1	13	0.4	-6	i	-1.0	-5	9	3	-10	31
CCOC(=O)CSc1nnc2n1C(C)(C)Cc1ccccc1-2	1	-0.4	5	i	-2.8	-3	-3	5	-1	-18
N#Cc1nc(-c2ccccc2F)oc1NC1CCCCC1	4	0.8	1	i	0.2	-10	3	-1	3	-8
CCOc1ccccc1NC(=O)NNS(=O)(=O)c1cc(OC)ccc1OC	4	-0.3	-4	i	-0.1	-3	0	1	20	-7
CN(CC(=O)Nc1ccccc1C(F)(F)F)C(=O)C1CCN(C(=O)c2ccc(Cl)cc2)CC1	-3	-0.5	0	i	-0.5	0	0	0	0	-6
Cc1cccc(C(=O)NCc2nnc(SCC(=O)N3CCN(c4ccccc4)CC3)n2C)c1	0	-0.3	1	i	-1.0	-1	0	1	14	2
O=C(NNC(=O)c1ccccc1[N+](=O)[O-])c1ccccn1	-8	-0.5	4	i	-0.5	-3	-2	-2	-4	-13
COc1ccccc1C(=O)NNC1=C(C(=O)C(F)(F)F)CCC1	-2	-0.4	-7	i	0.2	9	-3	6	14	-9
COc1cc(C(O)c2nc3ccccc3n2C(C)C)cc(OC)c1OC (stereo not drawn)	0	-0.6	5	i	-2.1	3	2	0	-1	0
CN(C)CCCN1C(=O)CSC1c1ccc([N+](=O)[O-])cc1 (stereo not drawn)	-4	-0.4	-6	i	-2.2	4	1	-7	-9	-2
Cc1cccnc1NCc1ccc(O)c2ncccc12	-6	-0.5	0	i	16	5	0	2	15	-9
Cc1nc2nc(SCC(=O)NCCCN3CCCCC3)nn2c(C)c1Cc1ccccc1	-4	-1.1	-3	i	-2.7	-3	1	-3	7	-4
Oc1c(C(Nc2cccc(C(F)(F)F)c2)c2ccncc2)ccc2cccnc12 (stereo not drawn)	-21	-0.9	17	i	3.1	7	-3	-1	35	-10
O=C(N[C@@H](CCC/[N+]([O-])=C/c1ccccc1)C(=O)O)OCc1ccccc1	-3	-1.0	-3	i	-2.2	-1	4	-1	-8	1
C/C(=C\c1ccc2c(c1)OCO2)C(=O)c1c(C)cc(C)[nH]c1=O	-4	-0.1	1	i	0.3	-2	-4	0	-17	-8
CC(=O)OCC1OC(OC(C)=O)C(NC(=O)c2cccnc2)C(OC(C)=O)C1OC(C)=O (stereo not drawn)	1	-0.5	1	i	-2.6	-1	4	2	-10	-6
O=C1OC(c2ccc(Br)cc2)=N/C1=C\N1CCCCC1	-18	-0.7	1	i	1.1	-4	3	2	12	-8
COC(=O)C1=C(CSc2nc3ccccc3o2)NC(=O)NC1c1cc(C)ccc1C (stereo not drawn)	6	-1.0	-2	i	0.9	2	-4	-3	-16	1
C[C@H](CO)N1C[C@H](C)[C@@H](CN(C)C(=O)Nc2ccccc2)Oc2c(NC(=O)Nc3ccccc3)cccc2C1=O	0	-0.2	-1	i	-0.2	0	-2	1	8	-10
COc1ccc(NC(=O)N2c3ccc(OC)cc3C(C)=CC2(C)C)cc1	-5	-0.3	-33	i	0.2	-1	-9	-2	15	-5
CC1(C)CC(=O)C(N=Nc2ccc(Cl)cc2)=C(O)C1	-32	-0.3	3	i	-0.8	0	0	4	0	0
COc1ccc(CNC(=O)COC(=O)[C@H](Cc2ccccc2)NC(=O)c2cccs2)cc1	5	-0.1	5	i	0.8	-5	-1	-2	-5	-9
CCC[C@@H]1CCCO[C@@](C(=O)NCCN2CCOCC2)(C(F)(F)F)C1	-3	-0.4	2	i	-4.4	-7	-1	-1	1	-10

Part of the list above, reduced to STEP block.
| compound | STEP block |
| --- | --- |
| Oc1c(C(Nc2cccc(C(F)(F)F)c2)c2ccncc2)ccc2cccnc12 (stereo not drawn) | -1 |
| C[C@H](CO)N1C[C@H](C)[C@@H](CN(C)C(=O)Nc2ccccc2)Oc2c(NC(=O)Nc3ccccc3)cccc2C1=O | 1 |

(listing goes on)
SMILES	SUMO1 PPI mod	Tb MetRS inh	CSN deneddyl inh	Rpn11 inh	LMPTP inh	NadD inh	DNMT1 block	STEP block	PABP1 MLLE inh	Scp1 inh
Cc1sc(NC(=O)c2ccc(Cl)s2)c(C(N)=O)c1C	-2	-1.0	1	i	2.3	-11	3	3	14	-3
O=C(Nc1nccs1)c1cccc(S(=O)(=O)N2CCOCC2)c1	3	-0.6	1	i	-0.8	-2	-2	-2	9	0
COc1cc(OC)c(C=O)c(OC(=O)N2CCOCC2)c1	-4	-1.1	5	i	0.8	-7	2	0	5	-2
Cc1ccc2oc(=O)c3cc(C(=O)NCCN4CCc5ccccc5C4)sc3c2c1	-15	2.0	-2	i	16	6	-5	-3	-15	4
CCc1sc(N)nc1-c1ccccc1	-1	-0.7	1	i	-0.1	-1	2	0	-24	-1
Cc1ccc(S(=O)(=O)N[C@@H](C)CO)cc1	2	-0.7	0	x	-0.5	x	x	x	x	x
Cc1nc(N2CCC(C)CC2)c2c(C)c(C(=O)Nc3ccccc3C(F)(F)F)sc2n1	3	-0.2	0	i	4.5	3	-7	2	-6	1
CC(NC(=O)c1ccc(C(=O)c2ccccc2)cc1)c1ccc(S(N)(=O)=O)cc1 (stereo not drawn)	-3	-0.5	4	i	-1.0	-3	-2	-1	4	-7
O=C(C=C(O)c1ccc(Cl)cc1)C(=O)NNC(=O)C(O)(c1ccccc1)c1ccccc1	-5	-0.2	0	i	1.0	8	-6	0	-13	-21
